Source: PubChem
Rab9 prom act: activates the Rab9 promoter. Huh7 Rab9 promoter-luciferase reporter, luminescence, 24 h. 320,000 tested, 2.8% active. AID 485297. Potency, µM (doses to about 9.22 µM), for the others: top-dose activation, negative = inhibition, actives largely listed as activators; note: % of control where 0% means no effect; nearly all actives have a fitted effect of over 60% in size
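Cells were plated at 1500 per well in reduced-serum medium with 10% FBS and left 2 h. Compound in DMSO was then added for 24 h at 37 °C. Reporter signal was read by luminescence after 10 min with luciferase detection reagent.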
p53 reactivator: re-activators of mutant p53; H1299 p53-A138V BP100-luciferase reporter, luminescence, 24 h; Potency, µM (highest dose often 92.2 µM), without a hit: at the top dose activity change, positive = activation, actives largely listed as activators; 320,000 tested, 0.063% active; AID 504706; note: % of control where 0% means no effect; nearly all actives have a fitted effect of over 45% in size
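H1299 (p53-null), stable ts p53-A138V + BP100-Luc; 1000 cells/well, Opti-MEM/10% FBS; cpd 4 pt, 1:5; 24 h, 37 deg C, 5% CO2; detection reagent 10 min RT; luminescence.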
BRCA1 expr up: activators of BRCA1 expression. MCF7-BRCA1-FFLuc reporter, luminescence, 48 h; response scale: scaled: vehicle 0%, 10 µM genistein 100%. Potency, µM (series often up to 46.1 µM), for the others: at the top dose activation, actives largely listed as activators. 380,000 tested, 1.1% active. AID 624202; note: nearly all actives have a fitted effect of over 80% in size; some results filed as inactive show a strong effect at the top dose
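MCF7-BRCA1-FFLuc, 2000 cells/well; 2 h attach, 37 °C/5% CO2; compound 48 h; luciferase substrate 15 min; luminescence end-point. Norm. to genistein 10 microM max activation and DMSO; concentration-response curves fitted.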
FLuc counter: counter-screen for miR-21 project: firefly luciferase inhibitors or activators; purified FLuc, Km substrates, luminescence inhibition; Potency, µM (highest dose often 57.5 µM), without a hit: at the highest dose activity change, negative = inhibition, most hits filed as inhibitors; 360,000 tested, 6.9% active;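 note: plate controls were vehicle for no effect and reference inhibitor for full effect; nearly all actives have a fitted effect of over 55% in size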
Target sequence (P08659 whole entry, looked up): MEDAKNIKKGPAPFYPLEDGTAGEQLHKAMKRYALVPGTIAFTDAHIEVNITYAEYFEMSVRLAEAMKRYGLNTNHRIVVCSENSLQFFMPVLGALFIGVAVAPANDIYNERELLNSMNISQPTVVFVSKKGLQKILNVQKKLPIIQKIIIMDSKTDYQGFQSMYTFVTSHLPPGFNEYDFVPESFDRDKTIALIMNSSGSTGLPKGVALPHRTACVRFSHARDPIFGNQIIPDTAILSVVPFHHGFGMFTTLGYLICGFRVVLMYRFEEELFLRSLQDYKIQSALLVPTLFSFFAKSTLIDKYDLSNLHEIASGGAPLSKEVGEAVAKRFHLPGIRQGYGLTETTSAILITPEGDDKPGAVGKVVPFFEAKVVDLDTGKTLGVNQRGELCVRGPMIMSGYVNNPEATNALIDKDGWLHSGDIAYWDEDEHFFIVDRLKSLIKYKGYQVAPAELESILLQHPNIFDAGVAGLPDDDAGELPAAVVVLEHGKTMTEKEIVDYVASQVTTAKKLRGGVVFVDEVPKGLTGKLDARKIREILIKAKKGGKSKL
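Purified P. pyralis luciferase (10nM final) with 10uM D-luciferin and 10uM ATP (Km levels) in 50mM Tris acetate pH 7.5, 10mM Mg acetate, 0.01% Tween-20, 0.05% BSA; qHTS 6-point titration, ~60 µM downward; luminescence read.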
NPC1 promoter act: activators of NPC1 promoter | Huh7 NPC1 promoter luciferase reporter, 24 h | AID 485313 | 320,000 tested, 2.4% active | Potency, µM (highest dose often 9.22 µM), without a hit: at the top dose activation, hits mostly activators;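 note: % of control where 0% means no effect; nearly all actives have a fitted effect of over 60% in size; reporter is driven by a mutant NPC1 promoter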
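NPC1 promoter–luciferase Huh7 cells; 24 h compound; luminescence.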
RORg inh: ROR gamma (mouse) transcription inhibition. Potency, µM (doses to about 53.6 µM), inactives show at the top dose activity change, negative = inhibition, usual class: inhibitors. Drosophila S2 Gal4-RORgamma UAS-luciferase reporter, 20 h. 310,000 tested, 5.4% active. P51450; note: % is set by controls: 0 for no effect and ±100 for the full control effect; nearly all actives have a fitted effect of over 60% in size
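In this cell-based reporter format, copper sulfate (700 uM final) drives Gal4–ROR gamma fusion expression from a metallothionein promoter in Drosophila Schneider cells; compounds preincubated 1 hr, reporter read after 20 hr at ambient temperature.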
uPA surface inh: blocks generation of uPA at the cell surface. cell surface uPA generation assay, qHTS. Potency, µM (titrated, usually from 38.3 µM), inactives show top-dose activity change, negative = inhibition, usual class: inhibitors. 330,000 tested, 0.31% active. AID 540303; active = well fitted inhibition curve with a large enough effect; inconclusive = small, poorly fitted or top-dose-only effect; inactive = no such curve, though single readings can be large or run the other way; tested in mouse RAW 264.7 cells; note: % is set by controls: 0 for no effect and ±100 for the full control effect; nearly all actives have a fitted effect of over 55% in size
MBNL1-CUG inh: MBNL1-poly(CUG) RNA binding inhibition. TR-FRET MBNL1-His/biotin-(CUG)12 binding, 665/545 ratio. Q9NR56. 280,000 tested, 0.036% active. Potency, µM (series often up to 57.5 µM), for the others: at the top dose activity change, negative = inhibition, usual class: inhibitors; active = well fitted inhibition curve with a large enough effect in the signal ratio, with a control signal flat, not every such curve was filed as active; inconclusive = small, poorly fitted or top-dose-only effect, or effect the other way, or a change in a side signal; inactive = no such curve, though single readings can be large or run the other way; the % refers to the signal ratio; note: % is set by controls: 0 for no effect and ±100 for the full control effect
Target sequence (Q9NR56 whole entry, looked up): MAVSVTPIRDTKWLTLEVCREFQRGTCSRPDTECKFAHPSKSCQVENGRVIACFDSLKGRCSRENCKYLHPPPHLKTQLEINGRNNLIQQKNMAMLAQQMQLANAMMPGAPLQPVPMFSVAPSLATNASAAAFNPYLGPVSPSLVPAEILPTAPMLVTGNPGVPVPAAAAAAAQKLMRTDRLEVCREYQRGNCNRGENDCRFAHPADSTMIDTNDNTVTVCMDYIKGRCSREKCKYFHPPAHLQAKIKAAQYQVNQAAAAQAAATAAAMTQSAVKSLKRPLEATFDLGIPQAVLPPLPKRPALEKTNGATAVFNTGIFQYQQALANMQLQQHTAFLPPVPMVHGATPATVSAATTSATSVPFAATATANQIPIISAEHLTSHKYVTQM
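Ratiometric TR-FRET (665 over 545 nm, excitation 340 nm) tracks disruption of MBNL1-His/biotin-(CUG)12 complex after 60 min at room temperature, with compounds at 92 nM to 58 uM final.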
ELG1 genotox: genotoxicity induction in ELG1-luciferase HEK293T cells. 330,000 tested, 1.3% active. Potency, µM (series often up to 46 µM), without a hit: top-dose activity change, positive = activation, actives largely listed as activators. HEK293T ELG1-luciferase reporter, luminescence, 16 h; note: % of control where 0% means no effect; nearly all actives have a fitted effect of over 60% in size
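HEK293T cells expressing luciferase-tagged ELG1 were exposed to compound or DMSO vehicle for 16 hr at 37 °C and 5% CO2. Luciferase activity was then measured with ONE-Glo after 30 min at room temperature.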
VP16 counter: counter-screen for ROR gamma inhibitors: Gal4-VP16 reporter. AID 2546. Potency, µM (doses to about 53.6 µM), inactives show top-dose activity, negative = inhibition, actives largely listed as inhibitors. Drosophila S2 Gal4-VP16 UAS-luciferase, luminescence, 20 h. 310,000 tested, 3.5% active;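 note: Gal4-VP16 expression switched on by copper sulfate through the metallothionein promoter; % is set by controls: 0 for no effect and ±100 for the full control effect; nearly all actives have a fitted effect of over 50% in size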
Active calls of the source: *; ? = inconclusive; nt = not tested or not shown; [ ] = dose if it differs, or a comment. Unless noted, calls come from the whole dose curve; as a rule, active = well fitted curve in the direction sought with a large enough effect; inconclusive = small, poorly fitted or top-dose-only effect, or another doubt; inactive = no such curve, though single readings can be large; an effect the other way counts as inactive or inconclusive. Potency is the fitted concentration of half-maximal effect.

SMILES	Rab9 prom act	p53 reactivator	BRCA1 expr up	FLuc counter	NPC1 promoter act	RORg inh	uPA surface inh	MBNL1-CUG inh	ELG1 genotox	VP16 counter
O=C1c2cccc([N+](=O)[O-])c2C(=O)N1CCO	1%	1%	4%	-1%	-7%	1%	-3%	?	-6%	-4%
Cc1ccc(C(=O)N2CCCC(Nc3cccc(F)c3)C2)cc1N1CCNC1=O (stereo not drawn)	-2%	11%	-12%	4%	2%	3%	3%	4%	-4%	1%
O=[N+]([O-])c1ccc(N2CCN(c3ccc(O)cc3)CC2)c(Cl)c1	-3%	-1%	-27%	0%	-3%	40%	-11%	?	-3%	?
O=C(c1ccccc1Br)N1CCn2c1nc1ccccc12	-3%	?	-3%	-1%	-7%	-1%	-4%	-4%	4%	-12%
CCOc1ccc(CNc2nnnn2C)cc1	0%	4%	19%	-2%	-2%	2%[1.91 µM]	1%	-5%	3%	-10%
O=C(NCCn1cc(SCC(=O)N2CCOCC2)c2ccccc21)c1ccccc1	17%	-2%	45%	-12%	14%	?	-1%	-22%	-3%	-2%
COc1cccc(-c2c(-c3cc(OC)cc(OC)c3)n(C)c3ccc(-c4cccc5[nH]ccc45)cc23)c1	-7%	-6%	2%	0%	2%	nt	6%	nt	-1%	nt
C=CCn1c(Cc2c[nH]c3ccccc23)n[nH]c1=S	-1%	4%	-12%	-13%	14%	0%[10 µM]	8%	0%	0%	-27%
Cc1c(NS(=O)(=O)c2cc(C(=O)NCC3CCCO3)cc(Cl)c2Cl)c(=O)n(-c2ccccc2)n1C (stereo not drawn)	-3%	5%	-20%	3%	2%	nt	2%	nt	9%	nt
Nc1nnc(SCc2ccc3c(c2)OCO3)s1	nt	nt	?	-4%	nt	11%	-1%	-11%	nt	23%
COc1ccccc1C(=O)Nc1cc2ccccc2oc1=O	4µM*	14%	3%	?	5.6µM*	13%	-5%	5%	2.8µM*	-3%
Cc1c(NS(=O)(=O)c2ccc(N3CCCCC3)c([N+](=O)[O-])c2)c(=O)n(-c2ccccc2)n1C	0%	-5%	-7%	2%	-2%	4%	0%	nt	-2%	2%
Cc1oc(-c2ccccc2Cl)nc1CS(=O)CC(=O)NCc1ccco1 (stereo not drawn)	-2%	6%	12%	4%	-1%	6%	-8%	0%	5%	10%
CC1CC2(CCCC2)N(C(=O)N(C)C)c2ccc(F)cc21 (stereo not drawn)	1%	1%	22%	0%	-5%	0%	-4%	-4%	-2%	1%
CCOc1cc(/C=C/C(=O)OCC(=O)NCC2CCCO2)cc(Cl)c1OC (stereo not drawn)	nt	-7%	-26%	nt	nt	nt	-1%	nt	2%	nt

3 of the compounds above, with values under each structure:
Results follow in this order: Rab9 prom act	p53 reactivator	BRCA1 expr up	FLuc counter	NPC1 promoter act	RORg inh	uPA surface inh	MBNL1-CUG inh	ELG1 genotox	VP16 counter
- Nc1nnc(SCc2ccc3c(c2)OCO3)s1
 : nt	nt	?	-4%	nt	11%	-1%	-11%	nt	23%
- C=CCn1c(Cc2c[nH]c3ccccc23)n[nH]c1=S
 : -1%	4%	-12%	-13%	14%	0%[10 µM]	8%	0%	0%	-27%
- COc1cccc(-c2c(-c3cc(OC)cc(OC)c3)n(C)c3ccc(-c4cccc5[nH]ccc45)cc23)c1
 : -7%	-6%	2%	0%	2%	nt	6%	nt	-1%	nt

(list continues)
SMILES	Rab9 prom act	p53 reactivator	BRCA1 expr up	FLuc counter	NPC1 promoter act	RORg inh	uPA surface inh	MBNL1-CUG inh	ELG1 genotox	VP16 counter
CCOC(=O)N1CCC(NC(=O)CN2C(=O)COc3ccc(C(C)(C)C)cc32)CC1	2%	-1%	-17%	1%	-5%	-7%	-2%	3%	0%	2%
COc1ccc(C(=O)C(c2ccccc2)N2CCOCC2)cc1 (stereo not drawn)	16%	-1%	-25%	-2%	2%	1%	4%	-14%	-1%	5%
CCCC1CC(C(=O)NC(C(C)Cl)C2OC(SC)C(O)C(O)C2O)N(C)C1 (stereo not drawn)	-3%	nt	-6%	3%	-3%	-4%	1%	-1%	-2%	-7%
O=C(COC(=O)CCC(=O)c1ccc(F)cc1)Nc1ccc2[nH]c(=O)[nH]c2c1	-6%	-3%	-19%	-1%	-1%	nt	3%	nt	-5%	nt
O=C1c2oc3ccccc3c(=O)c2C(c2cccs2)N1CCCN1CCOCC1 (stereo not drawn)	-3%	15%	-12%	1%	-1%	12%	0%	?	2%	4%
CCCOC(=O)NC(CC)COC(=O)Nc1cc(C)ccc1C (stereo not drawn)	1%	21%	-7%	0%	-3%	8%	9%	8%	-1%	6%
CN(C)c1ccc(N=C/C=C2\N(C)c3ccccc3C2(C)C)cc1	15%	18%	0%	15µM*	22%	-25%	-5%	?	5%	-3%
COc1ccc(Cl)cc1-c1n[nH]c(=S)o1	0%	-7%	-38%	-9%	-2%	?	-2%	?	0%	-4%
COc1ccc(CNC(=O)C(c2ccc(C)o2)N(Cc2cccs2)C(=O)Cc2cccs2)cc1 (stereo not drawn)	0%	-8%	-39%	-13%	-2%	22%	-11%	-4%	-7%	?
O=C(CCN1C(=O)/C(=C/c2ccco2)SC1=S)Nc1ccc(C(=O)O)c(O)c1	-3%	6%	-10%	7.6µM*	-1%	9%	6%	?	-3%	5%
CN(C(=O)CN1C(=O)/C(=C/c2ccccc2Cl)SC1=S)C1CCS(=O)(=O)C1 (stereo not drawn)	-4%	16%	-2%	?	-3%	10µM*	6%	9%	1%[9.26 µM]	?
Cc1cccc(NC(=O)c2cnc3n(c2=O)CCS3)c1	3.5µM*	?	78%	12µM*	3.5µM*	-8%	nt	9%	?	-6%
COc1ccc(C(=O)O/N=C(\N)Cc2ccc(Cl)cc2Cl)cc1OC	-3%	-20%	-82%	2%	-4%	16µM*	-6%	nt	-15%	7.1µM*
CC(=O)n1cc([C@@H]2C=C(C(=O)N3CCN(Cc4ccc5c(c4)OCO5)CC3)O[C@H](OCCCCO)C2)c2ccccc21	1%	-5%	-31%	0%	2%	39%	-4%	-8%	-10%	-6%
COc1ccccc1NC(=O)CN1C(=O)CCS(=O)(=O)c2ccccc21	-7%	-1%	-44%	1%	1%	-39%	0%	-6%	-3%	-5%
Cc1ccc2c(c1)N(C(=O)CCC(=O)NC1CCC(C)CC1)CCO2 (stereo not drawn)	-3%	9%	59%	0%	1%	44%	3%	-3%	7%	5%
CC1=C(C(=O)Nc2ccc(C(=O)N3CCN(c4ccccc4F)CC3)cc2)SCCO1	-9%	-8%	-7%	2%	2%	0%	-10%	-5%	-7%	-1%
Cc1nc(C(C)N(C)Cc2c(C(=O)N3CCCCC3)nc3c(C)cccn23)c(C)s1 (stereo not drawn)	-1%	-2%	34%	-1%	-6%	-14%	2%	-8%	-5%	5%
O=C1CCC(C(=O)N2CCOCC2)CN1Cc1cccc(C(F)(F)F)c1 (stereo not drawn)	0%	-3%	14%	-2%	-2%	5%	-4%	0%	2%	-5%
Cc1ccc(NC(=O)COc2ccccc2C(=O)NCCN(C)C)cc1	12%	-2%	nt	-4%	0%	4%	nt	-14%	-1%	-7%
O=C(COC(=O)c1ccco1)Nc1cccc(Br)c1	4%	-8%	2%	-10%	-3%	26%	-2%	-3%	-1%	0%
CN(C)c1ccc(/C=N/n2ncc3ccccc32)cc1	?	?	-39%	11µM*	24%	0.71µM*	-25%	4%	?	7.1µM*
CCOc1ccc(N2CC(C(=O)NCc3ccccc3)CC2=O)cc1 (stereo not drawn)	-4%	3%	0%	1%	-4%	4%	5%	-6%	4%	3%
O=C(N/N=C/c1c(Cl)cccc1Cl)c1ccccc1F	6%	29%	-7%	-19%	10%	-12%	2%	-23%[11.5 µM]	-1%	-1%
O=C1CCCc2c1nc(-c1ccccc1F)n2O	3%	2%	-2%	-1%	1%	7%	3%	-10%	1%	2%
Cn1c(O)c(N=Nc2ccccc2)c2ccccc21	-2%	8%	-59%	27µM*	-1%	-13%	-1%	?	3%	3%
Cc1ccc(CNc2ncnc3cc(Cl)ccc23)cc1	-2%[1.84 µM]	-1%	-51%	3%	-2%	17%	-22%	-5%	-14%	?
NC(=O)COC(=O)c1cc(=O)[nH]c2ccc(S(=O)(=O)Nc3ccc(F)cc3)cc12	-1%	3%	9%	6%	-1%	6%	-1%	?	9%	4%
COc1ccccc1OCCCCn1c(C(C)O)nc2ccccc21 (stereo not drawn)	4%	nt	-27%	3%	-2%	nt	0%	3%	-6%	nt
Cc1ccc(C)c(C(=O)OCC(=O)Nc2ccc(N3CCOCC3)cc2)c1	-2%	1%	-25%	-1%	-3%	14%	4%	5%	0%	-12%
COc1ccc(CCNC(=O)CCC(=O)N2CCOc3ccccc32)cc1OC	7%	6%	13%	-1%	-9%	-26%	-24%	2%	4%	4%
CCc1cc2c(=O)c(-c3ccon3)c(N)oc2cc1OC	?	?	-42%	2.4µM*	9%	-21%	?	4%	?	0%
Clc1ccc(-c2nnc(-c3ccccc3)c(-c3c[nH]c4ccccc34)n2)cc1	-2%	4%	-4%	3%	0%	-1%	6%	-5%	1%	8%
CC(=O)Nc1nc2c(C)c(Cl)ccc2s1	9%	-2%	19%	2%	-1%	7%	12%	0%	-6%	-4%
CCOC(=O)C1=C(CNCc2ccccc2Cl)NC(=O)NC1c1cccc([N+](=O)[O-])c1 (stereo not drawn)	-6%	-5%	-11%	1%	-3%	26%	4%	13%	-3%	-14%
